# RBX1-CUL1 inh: blocks human RBX1-Cullin-1 di-ubiquitin formation; inhibition, % at 10 µM; in vitro K48 di-Ub FRET, acceptor:donor ratio, 45 min; 0.6% of 140,000 active; in the data active = inhibition above about 25%
# Target sequence (P62877 whole entry, looked up): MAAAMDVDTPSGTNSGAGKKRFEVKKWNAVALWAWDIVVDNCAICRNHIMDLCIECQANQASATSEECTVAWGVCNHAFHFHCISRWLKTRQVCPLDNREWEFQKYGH
# Target sequence (Q13616 whole entry, looked up): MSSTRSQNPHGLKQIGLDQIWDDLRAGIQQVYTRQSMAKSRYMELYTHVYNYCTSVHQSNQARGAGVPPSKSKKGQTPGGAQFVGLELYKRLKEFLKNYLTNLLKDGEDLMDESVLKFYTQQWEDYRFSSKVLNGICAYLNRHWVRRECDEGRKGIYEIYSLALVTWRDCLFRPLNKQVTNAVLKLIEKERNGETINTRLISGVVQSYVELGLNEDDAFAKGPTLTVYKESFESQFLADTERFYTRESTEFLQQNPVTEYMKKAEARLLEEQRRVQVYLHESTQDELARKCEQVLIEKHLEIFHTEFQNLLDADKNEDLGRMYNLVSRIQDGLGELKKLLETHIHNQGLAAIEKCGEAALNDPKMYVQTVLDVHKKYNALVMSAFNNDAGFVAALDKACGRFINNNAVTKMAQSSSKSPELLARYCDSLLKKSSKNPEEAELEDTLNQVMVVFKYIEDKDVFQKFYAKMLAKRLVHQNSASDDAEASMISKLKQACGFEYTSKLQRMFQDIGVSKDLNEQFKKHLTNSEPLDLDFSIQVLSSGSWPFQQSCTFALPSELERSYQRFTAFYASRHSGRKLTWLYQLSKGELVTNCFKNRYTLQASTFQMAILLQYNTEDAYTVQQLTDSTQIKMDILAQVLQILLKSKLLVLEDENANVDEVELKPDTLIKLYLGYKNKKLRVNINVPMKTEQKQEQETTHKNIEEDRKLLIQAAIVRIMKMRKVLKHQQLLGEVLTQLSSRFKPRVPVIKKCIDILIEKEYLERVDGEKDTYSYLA
# Numbers without * were called inactive. These rows are one share of the data. The share of hits here may be higher or lower than overall.
SMILES,RBX1-CUL1 inh
CC(=O)c1cc(C#N)c2ccc3ccccc3n12,-2
COc1ccc(N2Cc3ccc(C(=O)N/N=C\c4ccccc4OC)cc3C2)cc1,-5
CCCc1nc(C)cc(N2CCCC(C)C2)n1 (stereo unspecified),-4
O=C1Nc2ccccc2SCC1CC(=O)N1CCN(Cc2ccccc2)CC1 (stereo unspecified),1
COC(=O)CCNc1ccc(-c2nc(CC(C)C)no2)cn1,-5
O=C(NCc1cccs1)c1ccc(Cn2c(SCc3ccc(F)cc3)nc3cccnc32)cc1,1
Cc1ccc(C)c(NC(=O)c2ccc3c(c2)CCN3S(C)(=O)=O)c1,-6
COc1oc(-c2ccc(Cl)cc2)nc1C(F)(F)F,-5
CC(=O)N(CC(O)c1ccccc1)C1CC(=O)N(c2ccc(Cl)cc2)C1=O (stereo unspecified),6
COC(=O)N/N=C/c1c(C)[nH]c2ccccc12,5
Cc1[nH]nc2c1C(c1ccccc1OCc1ccc(Cl)cc1)C(C#N)C(=N)O2 (stereo unspecified),6
CCc1cccc(C)c1NS(=O)(=O)c1ccc(-n2cccn2)cc1,11
C=CCOc1c(Br)cc(C2C3=C(CC(C)(C)CC3=O)OC(=N)C2C#N)cc1OC (stereo unspecified),10
Cc1ccccc1N1CCN(C(=O)c2ccccc2F)CC1,-2
CCCCNC(=O)Cn1cnc2sc(C)c(S(=O)(=O)N3CCN(c4ccccc4OC)CC3)c2c1=O,-7
CCOC(=O)C1(CC2CC2)CCN(C(=O)CCc2nc3ccc(F)cc3[nH]2)CC1,-1
O=C(Cn1ncc(N2CCCC2)cc1=O)NCc1coc(-c2ccccc2)n1,8
COc1ccc(CCC2CCCN(C(=O)CCSC)C2)cc1 (stereo unspecified),3
COc1cc(/C=N/NC(=O)c2cc(-c3ccc(C)o3)[nH]n2)ccc1O,-1
O=c1c(SCc2ccccc2)c(SCc2ccccc2)cnn1-c1ccccc1,4
CCCn1c(=O)c2c(nc3n(-c4ccccc4O)c(C)c(C)n23)n(C)c1=O,-1
Cc1ccc(-c2csc3nc(SCC(=O)Nc4ccccc4F)n(-c4ccccc4)c(=O)c23)o1,0
O=C(Nc1nnc(COc2ccccc2)s1)c1cccc(Br)c1,7
CC(C)C(Nc1ccccc1)c1nnnn1C1CCCCC1 (stereo unspecified),-1
Cc1nc2cc(-c3ccccc3)nn2c(C)c1CCC(=O)N1CCN(c2ccc(F)cc2)CC1,-10

# The last 2 entries of the part before are carried over, then new ones follow.
SMILES,RBX1-CUL1 inh
CC(C)C(Nc1ccccc1)c1nnnn1C1CCCCC1 (stereo unspecified),-1
Cc1nc2cc(-c3ccccc3)nn2c(C)c1CCC(=O)N1CCN(c2ccc(F)cc2)CC1,-10
COCCN1CCCC2(CCN(Cc3cnn(C)c3C)C2)C1 (stereo unspecified),-5
O=C(N/N=C/c1ccc([N+](=O)[O-])o1)c1cc(-c2cccc(Br)c2)nc2ccccc12,-4
CC1CCC(C(C)C)c2c1c(-c1ccccc1)nn2CCO (stereo unspecified),3
O=C(O)c1ccc2c(c1)-c1nc3ccccc3n1C2=O,14
Cc1nn2cc(C(=O)c3ccco3)nnc2c1-c1ccccc1,-7
COc1ccc(C(=O)Nc2nnc(SCc3ccc(C(C)(C)C)cc3)s2)cc1OC,-2
CCOC(=O)c1[nH]c2c(c1Cc1ccccc1OC)C(=O)CC(c1ccc(OCC)cc1)C2 (stereo unspecified),-3
CCn1cc(C(=O)O)c(=O)c2cc(F)c(N3CCN(C(=S)NC(=O)C45CC6CC(CC(C6)C4)C5)CC3)cc21,10
Cc1ccc(S(=O)(=O)N(CC(O)Cn2c3ccccc3c3ccccc32)c2cccc(C(=O)NCCO)c2)cc1 (stereo unspecified),10
CCOc1cc(C2C(C(=O)c3cc4ccccc4o3)C(=O)C(=O)N2c2nc(C)c(C(C)=O)s2)ccc1O (stereo unspecified),4
CCn1c2ccccc2c2cc(C3Nc4cc(C)c(C)cc4N=C4CC(C)(C)CC(=O)C43)ccc21 (stereo unspecified),-5
CCCN1CCN(CCCNC(=O)Cn2nc(CC)n3c(cc4occc43)c2=O)CC1,1
Cc1nc(CN2CCN(C(=O)Cn3nnnc3CN3C[C@@H](C)O[C@@H](C)C3)CC2)cs1,0
Cc1ccccc1CCNC(=O)C1CCN(c2nc3ccccc3nc2C(F)(F)F)CC1,-6
O=C1N=CC(c2ccccn2)C(=O)N1 (stereo unspecified),-2
CCC(C)C(=O)C(=O)NCc1nc(-c2ccc(NC(=O)Cc3ccccc3)cc2)oc1C (stereo unspecified),8
CCc1cccc(-n2nnc(-c3nsc(NC(=O)c4ccc(C)cc4)n3)c2C)c1,-13
COc1ccc(Cl)cc1NC(=O)c1cn(C2CCCC2)c(=O)c2c1c1ccccc1n2C,-10
Cc1nc2sc(C(=O)Nc3ccc(Br)cc3)c(N)c2c(-c2cccs2)c1C(=O)Nc1ccccc1,-8
Cc1ccc2nc(-c3ccc(N4C(=O)CC(NCCc5ccccn5)C4=O)cc3)sc2c1 (stereo unspecified),3
Cn1cnc2c(=O)oc3ccc(S(=O)(=O)N4CCN(c5cccc(Cl)c5)CC4)cc3c21,-6
CCC(C)NC(=O)c1cc(OC)c(OC)c(OC)c1 (stereo unspecified),7
O=C(NC1CCN(Cc2ccccc2)CC1)c1c(F)c(F)c(F)c(F)c1F,-2
O=C(CN1CCCC1)Nc1c2c(nc3ccccc13)N(c1ccccc1)CC2,8
CCc1ccc(C(=O)N2CCCC(Cn3cc(CCO)nn3)C2)s1 (stereo unspecified),9
# Continued:
SMILES,RBX1-CUL1 inh
Oc1c(Br)cc(Br)nc1Br,2
Clc1ccc(SCc2ccc(Br)cc2)cc1,-2
CCOC(=O)C1=C(C)N=C2SCCC(=O)N2C1c1ccc(CC)cc1 (stereo unspecified),4
COc1ccccc1OCC(=O)NCC1(N(C)C)CCCCC1,5
Cc1cccc(NC(=S)NC(=O)C(C)C)c1C,0
CCCCC(=O)NC1CCCCC1,3
CC(C)c1ccc(C(=O)Nc2nncs2)cc1,6
CCCOc1ccc(C2C(C(=O)OC)=C(C)N=C3SC(CC)C(=O)N32)cc1 (stereo unspecified),6
O=C(CCN1C(=O)c2ccccc2Sc2ncccc21)Nc1ccc(F)cc1F,3
CCOC(=O)c1cccc(NC(=O)CSc2nnc(COc3ccccc3)n2C)c1,-1
CCOc1cc(S(=O)(=O)N2CCOCC2)ccc1Cl,9
COc1ccccc1CNC(=O)C1CCN(S(=O)(=O)N(C)C)CC1,8
O=S(=O)(Nc1ccc(-c2nc3ccccc3s2)cc1)c1cccc2cccnc12,4
COc1ccc(C(=O)/C=C2/Sc3ccccc3N2C)cc1,4
Cc1ccc(-c2ncc(-c3ccccc3)o2)cc1,6
COc1ccc(CCNC(=O)CCc2cn(Cc3ccc(C)cc3)c3ccccc23)cc1OC,4
CCOc1cc(CO)ccc1OCc1ccc(Cl)c(Cl)c1,4
COC(=O)N1C=Cc2ccccc2C1C1CCCCC1=O (stereo unspecified),0
Cc1ccc(C)c(N2CCN(C(=O)c3cc4c(=O)n(Cc5cccnc5)ccc4nc3C)CC2)c1,-12
CN(C)c1ccc([N+](=O)[O-])cc1/C=C1/C(=O)NN(c2ccccc2)C1=O,11
NC(=O)C1(N2CCCCC2)CCN(C(=O)Nc2ccc(F)cc2)CC1,-9
CC(=O)COc1ccc2c(C)c(CCC(C)C)c(=O)oc2c1,-11
CC(Oc1ccc(F)cc1)C(N)=O (stereo unspecified),-3
CCOc1ccc(C2C(C(=O)c3ccc4c(c3)CC(C)O4)C(=O)C(=O)N2CC2CCCO2)cc1 (stereo unspecified),5
Cc1nc(N2CCCCC2)c2[nH]c3ccccc3c2n1,8

# Reformatted with values ahead of the structure: 22 of the compounds above.
RBX1-CUL1 inh | smiles
2 | Oc1c(Br)cc(Br)nc1Br
-2 | Clc1ccc(SCc2ccc(Br)cc2)cc1
4 | CCOC(=O)C1=C(C)N=C2SCCC(=O)N2C1c1ccc(CC)cc1 (stereo unspecified)
5 | COc1ccccc1OCC(=O)NCC1(N(C)C)CCCCC1
0 | Cc1cccc(NC(=S)NC(=O)C(C)C)c1C
3 | CCCCC(=O)NC1CCCCC1
6 | CC(C)c1ccc(C(=O)Nc2nncs2)cc1
6 | CCCOc1ccc(C2C(C(=O)OC)=C(C)N=C3SC(CC)C(=O)N32)cc1 (stereo unspecified)
3 | O=C(CCN1C(=O)c2ccccc2Sc2ncccc21)Nc1ccc(F)cc1F
-1 | CCOC(=O)c1cccc(NC(=O)CSc2nnc(COc3ccccc3)n2C)c1
9 | CCOc1cc(S(=O)(=O)N2CCOCC2)ccc1Cl
8 | COc1ccccc1CNC(=O)C1CCN(S(=O)(=O)N(C)C)CC1
4 | O=S(=O)(Nc1ccc(-c2nc3ccccc3s2)cc1)c1cccc2cccnc12
4 | COc1ccc(C(=O)/C=C2/Sc3ccccc3N2C)cc1
6 | Cc1ccc(-c2ncc(-c3ccccc3)o2)cc1
4 | COc1ccc(CCNC(=O)CCc2cn(Cc3ccc(C)cc3)c3ccccc23)cc1OC
4 | CCOc1cc(CO)ccc1OCc1ccc(Cl)c(Cl)c1
0 | COC(=O)N1C=Cc2ccccc2C1C1CCCCC1=O (stereo unspecified)
-12 | Cc1ccc(C)c(N2CCN(C(=O)c3cc4c(=O)n(Cc5cccnc5)ccc4nc3C)CC2)c1
11 | CN(C)c1ccc([N+](=O)[O-])cc1/C=C1/C(=O)NN(c2ccccc2)C1=O
-9 | NC(=O)C1(N2CCCCC2)CCN(C(=O)Nc2ccc(F)cc2)CC1
-11 | CC(=O)COc1ccc2c(C)c(CCC(C)C)c(=O)oc2c1

# Later entries
SMILES,RBX1-CUL1 inh
COC(=O)COc1cc(OC)c(OC)c(OC)c1,-1
Brc1cscc1-c1ccccc1,3
Cc1cc(C)nc(SCc2nc3ccccc3n2C)n1,1
CCN=C1CC=CC=C(C(=O)/C=C/c2ccccc2OC)C1=O,87*
Cc1ccc2c(CC(=O)Nc3ccc(S(=O)(=O)N4CCCCC4)cc3)coc2c1C,1
Cc1cc(C)n(C(=O)c2c(Cl)cccc2Cl)n1,12
CCOc1ccc(NC(=O)Cn2nc3c(cc2=O)CC(C)CC3)cc1 (stereo unspecified),-6
CC(NC(=O)c1ccc2c(c1)sc1nc(-c3ccccc3)cn12)C12CC3CC(CC(C3)C1)C2 (stereo unspecified),-5
O=C(Nc1ccc(N2CCN(C(=O)c3cc4ccccc4o3)CC2)cc1)c1ccco1,7
COc1ccccc1NC(C#N)c1ccc(OCc2ccccc2)cc1 (stereo unspecified),-7
Cn1c(=O)oc2cc(S(=O)(=O)CCC(=O)N3CCN(c4ccccc4)CC3)ccc21,1
O=C(c1ccccc1)n1nc(-c2ccc(Cl)cc2)nc1NCc1ccco1,1
CSc1ncc(CN2CCC(C3CCN(Cc4cccnc4)CC3)C2)cn1 (stereo unspecified),3
Cc1cc(Br)ccc1NC(=O)c1c(C)oc2ncnc(N3CCCCC3)c12,1
CCOc1ccc(OCC)c(NC(=O)CCc2nc3cccnc3n2Cc2cccs2)c1,0
C=C(C)CN(C)C(=O)c1coc(COc2cccc3cccnc23)n1,4
Cc1ccc(C(=O)NN=C2CCCC2C(=O)C(F)(F)F)o1 (stereo unspecified),4
O=C(O)CCc1ccc(-c2ccccc2)n1CC(=O)Nc1ccccc1C(F)(F)F,-2
Clc1ccc(-c2nnc(Cl)o2)cc1,4
N/N=C1\CCCc2c1[nH]c1ccc(Cl)cc21,-7
CC1=NN(C(=O)c2ccc(COc3ccc(C(C)C)cc3)cc2)C(O)(C(F)(F)F)C1 (stereo unspecified),-2
Cc1ccc(-c2nnc(Nc3cccc(Cl)c3)c3ccccc23)cc1S(=O)(=O)N1CCOCC1,2
O=C(NC(=O)C(F)(F)F)Nc1ccc(F)cc1Cl,-3
Cc1ccc(S(=O)(=O)C(C#N)C(=S)Nc2ccc(Br)cc2)cc1 (stereo unspecified),4
O=C(O)Cc1ccc(NC(=O)c2ccc(Cl)c(Cl)c2)cc1,-1
# (further entries)
SMILES,RBX1-CUL1 inh
N#CC1C(=N)Oc2n[nH]c(-c3ccccc3)c2C1c1ccc(F)cc1F (stereo unspecified),-7
COc1c(C)cccc1C(=O)Nc1cccc2ccc(C)nc12,-7
CN(Cc1ccccc1)C(=O)c1ccc(CSc2nc3cccnc3n2Cc2ccccc2F)cc1,-2
Cc1nn(C)c(Cl)c1S(=O)(=O)N1CCC(CO)(CCc2ccccc2)CC1,7
CCc1ccc(NC(=O)CSc2nc(-c3ccccc3)c(C#N)c(=O)[nH]2)cc1,0
O=C(Cn1nnnc1CN1CCCCCC1)NCCc1c[nH]c2ccccc12,1
CCC(C)(C)c1ccc(OCC(=O)c2ccc(F)cc2)cc1,3
CCCN1C(=O)C2(c3ccccc31)c1c(oc3ccccc3c1=O)C(=O)N2CCCOC(C)C (stereo unspecified),-4
COc1cc(CNc2ncn[nH]2)cc(Br)c1OC,9
CCN(CC)c1ccc(/C=C(\C#N)C(=O)c2ccc(OC)cc2)cc1,20
Cc1cc2c(c(=O)o1)C(c1cccc(C(F)(F)F)c1)C(C#N)C(=N)O2 (stereo unspecified),-1
COc1cccc(CNC(=O)Cn2c(SCC(=O)Nc3ccc(F)cc3)nc3ccccc32)c1,-5
c1ccc(COc2ncc(-c3ccsc3)c(OCc3ccccc3)n2)cc1,6
NS(=O)(=O)c1ccc(NC(=O)c2cc(Cl)cc(Cl)c2)cc1,10
N#Cc1cc2c(nc1SCc1cccc(Cl)c1)CCCCCC2,5
CC(=O)Oc1ccc(-c2cc3ccc(OC(C)=O)cc3oc2=O)cc1,5
C=CCOc1ccc(C(=O)C2C(=O)C(=O)N(CCCOC)C2c2ccc(OC)cc2)cc1 (stereo unspecified),2
Cc1nc(-c2ccc(S(=O)(=O)Nc3cc(Cl)ccc3C)cc2)co1,3
CC(=O)Nc1ccc2n(C)c(-c3ccc(OC(=O)N4CCOCC4)cc3)c[n+]2c1,-7
O=C(OC1CSc2nnnn2C1)c1ccco1 (stereo unspecified),8
CCOC(=O)c1ccc2cccc(C)n2c1=O,-6
CCC(COC)NC(=O)c1ccccc1OC1CCN(C(=O)COC)CC1 (stereo unspecified),9
CCN(C(=O)c1cc(S(=O)(=O)N2CCOCC2)cn1C)c1ccc(OC)cc1,15
Cc1ccc(N2C(=O)/C(=C/c3ccccc3)N=C2Sc2ccccc2)cc1,2
COc1ccc(C)cc1NC(=O)C(NS(=O)(=O)c1cccs1)c1ccccc1 (stereo unspecified),2
COC(=O)c1c(NC(=O)Cc2ccccc2)sc(C)c1-c1cccc(Cl)c1,8
CSc1ccc(CN2CCC(N3CCC(C(=O)N4CCCC4)CC3)CC2)cc1,5
